# Screening results: PubChem, National Center for Advancing Translational Sciences (NCATS)
# Pol kappa inh – inhibitors of human DNA polymerase kappa; purified Pol kappa, fluorescent DNA synthesis assay, 10 min; Potency, µM (titrated, usually from 107 µM), inactives show top-dose activity, negative = inhibition, actives largely listed as inhibitors; 400,000 tested, 0.53% active; AID 588579; also: potency is read from the fitted curve at half-maximal effect; % is scaled to controls: 0 for no effect and ±100 for the full control effect
#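 10 nM Pol kappa preincubated 15 min at room temperature with compounds, then reaction started with substrate at 50 nM final. Fluorescence read kinetically at 0 and 10 min; buffer-only wells served as negative control.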
# BLM inh – inhibitors of human Bloom syndrome helicase BLM; P54132; recombinant BLM DNA unwinding, fluorescence dequenching; Potency, µM (doses to about 56.1 µM), inactives show top-dose activity change, negative = inhibition, hits mostly inhibitors; 350,000 tested, 0.2% active; AID 2528;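 also: potency is read from the fitted curve at half-maximal effect; plate controls were vehicle for no effect and no enzyme for full effect; nearly all actives have a fitted effect of over 35% in size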
# Pol beta inh – inhibitors of human DNA polymerase beta; P06746; Pol beta primer extension/strand displacement, fluorescence kinetic; Potency, µM (highest dose often 114 µM), for the others: at the top dose activity change, negative = inhibition, hits mostly inhibitors; 340,000 tested, 1.3% active; AID 485314; also: potency is read from the fitted curve at half-maximal effect; % is scaled to controls: 0 for no effect and ±100 for the full control effect
#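 Values derive from four-parameter Hill fits of normalized kinetic data: reads at 0 and 10 min following addition of 50 nM substrate to 10 nM Pol beta preincubated 15 min with compound.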
# LDHA block – LDHA (human) enzyme inhibition; P00338; 480,000 tested, 0.15% active; activity change, % (values are at about 110 or 230 µM); purified LDHA, NADH/diaphorase-resazurin fluorescence; hits give low values; in the data active = activity change below about -30%; inconclusive = mostly about -25% to -30%;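 also: plate controls were DMSO wells for no effect and wells without enzyme for full effect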
#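 Human LDH5 at 2 nM final in Tris HCl pH 7.4 with 0.06 mM NADH and 0.2 mM pyruvate, reacted 5 minutes at room temperature. Remaining NADH coupled via diaphorase/resazurin; resorufin fluorescence read at 0 and 20 minutes, normalized to enzyme-free and DMSO wells.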
# Apoferritin bind – candidate novel general anesthetic via apoferritin binding. apoferritin/1-aminoanthracene competitive binding, fluorescence. Potency, µM (series often up to 77.5 µM), without a hit: at the highest dose activity change, negative = displacement, usual class: inhibitors. 350,000 tested, 0.074% active. AID 485281; also: potency is read from the fitted curve at half-maximal effect; % is scaled to controls: 0 for no effect and ±100 for the full control effect; nearly all actives have a fitted effect of over 20% in size
#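 Horse-spleen apoferritin (10 uM) was mixed with 50% saturated 1-aminoanthracene in PBS, exposed to compounds for 10 min at room temperature, and read for fluorescence (ex 380 nm, em 535 nm). Competitive displacement was fitted with a four-parameter Hill equation.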
# Pol iota inh – blocks human DNA polymerase iota activity; Pol iota fluorescent replication assay, 10 min; Potency, µM (doses to about 115 µM), for the others: top-dose activity, negative = inhibition, hits mostly inhibitors; 390,000 tested, 1% active; also: potency is read from the fitted curve at half-maximal effect
#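 Fluorescent replication assay read twice, at 0 min and 10 min after adding 50 nM (final) substrate. Enzyme (10 nM) and compounds were first incubated 15 min at room temperature; enzyme-free buffer wells were negative controls.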
# POLH inh – inhibitors of human DNA polymerase eta; recombinant Pol eta, fluorescent DNA replication assay; 390,000 tested, 1.2% active; AID 588591; Potency, µM (series often up to 114 µM), for the others: top-dose activity change, negative = inhibition, most hits filed as inhibitors; also: potency is read from the fitted curve at half-maximal effect; % is scaled to controls: 0 for no effect and ±100 for the full control effect
# Target sequence (Q9Y253 whole entry, looked up): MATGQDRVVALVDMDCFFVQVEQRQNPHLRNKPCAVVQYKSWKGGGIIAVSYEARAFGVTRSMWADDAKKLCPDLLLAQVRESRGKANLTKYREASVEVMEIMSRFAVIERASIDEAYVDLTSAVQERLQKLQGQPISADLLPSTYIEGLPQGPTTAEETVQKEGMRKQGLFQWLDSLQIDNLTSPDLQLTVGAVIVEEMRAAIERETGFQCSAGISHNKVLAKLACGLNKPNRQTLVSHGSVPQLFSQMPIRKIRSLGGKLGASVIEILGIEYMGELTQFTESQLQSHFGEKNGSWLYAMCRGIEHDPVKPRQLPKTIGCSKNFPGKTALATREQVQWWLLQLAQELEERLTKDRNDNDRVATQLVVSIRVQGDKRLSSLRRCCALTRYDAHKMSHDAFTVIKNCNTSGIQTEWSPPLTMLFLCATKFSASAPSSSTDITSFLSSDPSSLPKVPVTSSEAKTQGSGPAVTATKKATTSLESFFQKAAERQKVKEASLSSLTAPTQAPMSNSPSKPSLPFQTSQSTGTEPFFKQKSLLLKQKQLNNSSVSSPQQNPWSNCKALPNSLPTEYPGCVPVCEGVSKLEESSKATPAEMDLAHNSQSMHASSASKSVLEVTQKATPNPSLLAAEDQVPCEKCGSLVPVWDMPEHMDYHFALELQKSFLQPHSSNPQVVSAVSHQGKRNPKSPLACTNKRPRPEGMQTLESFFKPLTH
#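 Pol eta (10 nM) was preincubated with compounds for 15 min at room temperature, after which fluorescent replication substrate (50 nM final) was added to start the reaction. Fluorescence was read kinetically at 0 and 10 min.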
# Glioma ERSR ind – induces the endoplasmic reticulum stress response in human glioma cells. 420,000 tested, 0.02% active. U87-MG GRP78 promoter luciferase reporter, 16 h. Potency, µM, inactives show top-dose activation, hits mostly activators; also: potency is read from the fitted curve at half-maximal effect; series mostly up to about 76 µM; % of control where 0% means no effect; nearly all actives have a fitted effect of over 35% in size
#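 Stably transfected U87-MG glioma cells carrying a GRP78-based luciferase sensor; 16 h compound incubation. Luminescence end-point read 10 min after Bright-Glo addition at room temperature.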
# APEX1 inh – inhibitors of human APE1 endonuclease; P27695; recombinant APE1, TAMRA/BHQ-2 abasic DNA cleavage fluorescence; Potency, µM (doses to about 65.8 µM), without a hit: at the highest dose activity change, negative = inhibition, actives largely listed as inhibitors; 350,000 tested, 0.35% active;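 also: potency is read from the fitted curve at half-maximal effect; plate controls were vehicle for no effect and reference inhibitor for full effect; nearly all actives have a fitted effect of over 55% in size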
# Target sequence (P27695 whole entry, looked up): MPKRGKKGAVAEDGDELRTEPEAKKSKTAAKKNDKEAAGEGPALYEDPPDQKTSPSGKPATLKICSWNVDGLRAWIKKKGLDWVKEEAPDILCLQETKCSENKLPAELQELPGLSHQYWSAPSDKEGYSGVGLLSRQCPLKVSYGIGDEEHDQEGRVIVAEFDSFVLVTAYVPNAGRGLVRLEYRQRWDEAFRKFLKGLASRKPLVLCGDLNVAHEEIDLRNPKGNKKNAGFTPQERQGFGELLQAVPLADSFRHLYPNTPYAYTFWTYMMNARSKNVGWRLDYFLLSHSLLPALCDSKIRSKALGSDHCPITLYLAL
#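 APE1 at 0.75 nM preincubated 15 min at room temperature with compound. Reaction then started with 50 nM double-stranded THF-abasic substrate labelled with TAMRA/BHQ-2, and 525/598 nm fluorescence read kinetically. Activity taken as third-minus-first read difference, normalized to DMSO and NSC13755 controls.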
# Starred values were filed as active, the others as inactive; ? = inconclusive; nt = no result given; & = joins results of further samples; [ ] = dose if it differs, or a comment. Unless noted, calls follow the shape of the dose curve; as a rule, active = well fitted curve in the direction sought with a large enough effect; inconclusive = small, poorly fitted or top-dose-only effect, or another doubt; inactive = no such curve, though single readings can be large; an effect the other way counts as inactive or inconclusive. Not all compounds are listed; the hit share may differ from the screen's.
SMILES,Pol kappa inh,BLM inh,Pol beta inh,LDHA block,Apoferritin bind,Pol iota inh,POLH inh,Glioma ERSR ind,APEX1 inh
OCCC1CN(C2CCC2)CCN1Cc1ccc(F)c(F)c1 (centres undefined),-15%,-4%,3%,-2,-3%,147%[activator],1%,-3%,28%
COc1cc(N)c(Cl)cc1NC(=O)c1ccccc1,-7%,-2%,-5%,-9,-12%,13%,-3%,-1%,6%
Cc1csc(NC(=O)CSc2nc3ccccc3c(=O)[nH]2)n1,11%,-1%,-11%,3,-5%,-6%,-10%,-3%,0%
CCN(c1ccc(NC(=O)COC(=O)c2ccc([N+](=O)[O-])o2)cc1)C(C)C,-10%,nt,nt,-3,nt,0%,-4%,-2%,-8%
N#Cc1ccc(OC(=O)c2cc(-c3ccc(Cl)cc3)on2)cc1,1%,-8%,0%,-4,-14%,-4%,5%,-2%,nt
COc1cc2c(cc1OC)C(C)N(C(=O)Cn1ncc3c1-c1ccccc1OC3)CC2 (centres undefined),1%,-2%,0%,-1,-13%,2%,7%,-3%,-8%
NCCCCCc1nnc(SCc2ccc(F)cc2)o1,-4%,0%,35%,-6,-23%,1%,-5%,-1%,nt
COc1ccc(-n2c(CC3C(=O)Nc4ccc(C)cc43)nc3ccccc3c2=O)cc1 (centres undefined),-17%,-1%,-22%,0&-2,?,24%,nt,nt,nt
COC(=O)c1cn(NC(=O)c2cc(OC)cc(OC)c2)c(=O)c2ccccc12,-1%,-5%,1%,-8,?,-5%,-8%,5%,-3%
CCCCC[n+]1ccn(C2=C([O-])c3ccccc3C(=O)/C2=N\S(=O)(=O)c2ccc(Br)cc2)c1,23%,-11%,0%,12,-15%,15%,-6%,-5%,-3%
Cc1onc(-c2c(F)cccc2Cl)c1C(=O)NC(=S)NCc1cccnc1,-3%,-2%,82%,-8,-12%,9%,-5%,0%,?
CNC(=O)[C@H]1O[C@@H](n2cnc3c(N)ncnc32)[C@H](O)[C@H]1O,nt,nt,25%[57.1 µM],nt,nt,11%[58.9 µM],-3%[57.1 µM],nt,-1%
CS(=O)(=O)N1CCN(c2ccc(C(=O)NC3C4CC5CC(C4)CC3C5)cc2[N+](=O)[O-])CC1 (centres undefined),-14%,-7%,10%,6,?,5%,-11%,-3%,8%
CN(C)S(=O)(=O)c1cccc(NC(=O)CCc2c[nH]c3ccccc23)c1,1%,-8%,-17%,2,-3%,81%[activator],-16%,0%,2%
O=C(CN1C(=O)CSC1=O)Nc1ccc2c(c1)OCCO2,-6%,-3%,20%,-3,?,15%,6%,-2%,-2%
c1ccc(CN2C3=NCCN3c3ccccc32)cc1,-2%,-3%,7%,-8,13%,18%,-17%,-4%,11%
C/C(CCN1CCCCc2nc(C)c(C)cc21)=N\O[C@@H](C)CN1CCCCc2nc(C)c(C)cc21,nt,-7%[12.4 µM],0%,nt,-14%[15.3 µM],nt,nt,-6%,?
COc1ccc(NC(=O)N2CC(C)OC(C)C2)cc1OC (centres undefined),2%,-5%,10%,0,-14%,1%,9%,0%,-7%
O=[N+]([O-])c1cc(-c2nc(-c3ccccc3)no2)ccc1NCc1ccco1,-5%,-8%,2%,-1,?,-9%,-18%,5%,nt
Cc1cccc(NC(=O)Nc2nnc(N(C)C3CCCCC3)s2)c1C,-1%,-6%,20%,1,?,0%,-17%,-4%,nt
Cc1cc(C)c2sc(NC(=O)c3ccc(S(=O)(=O)N4CCCC4)cc3)nc2c1,1%[60.1 µM],-4%,29%,-9,4%,-2%,-7%,-4%,nt
CC1=NNC(=O)C1C(c1ccc(F)cc1)C(C#N)C#N (centres undefined),-1%,nt,nt,-3,nt,6%,-4%,3%,nt
Cc1cccc(OCC(O)Cn2c(N3CCCCC3)nc3c2c(=O)[nH]c(=O)n3C)c1 (centres undefined),7%,-1%,48%,2,2%,9%,-10%,-1%,-9%
Cc1ccc(NC(=O)CCc2ccc(C)o2)c(C)c1,4%,-1%,9%,-1,-8%,7%,-15%,-1%,3%
O=C(N/N=C/c1sc(N2CCOCC2)nc1-c1ccccc1)c1ccccc1O,-21%,-13%,-2%,4,7%,3%,-18%,-3%,2%

# Some entries already given, limited to Pol beta inh, Pol iota inh and Pol kappa inh.
SMILES | Pol beta inh | Pol iota inh | Pol kappa inh
C/C(CCN1CCCCc2nc(C)c(C)cc21)=N\O[C@@H](C)CN1CCCCc2nc(C)c(C)cc21 | 0% | nt | nt
COc1ccc(NC(=O)N2CC(C)OC(C)C2)cc1OC (centres undefined) | 10% | 1% | 2%
O=[N+]([O-])c1cc(-c2nc(-c3ccccc3)no2)ccc1NCc1ccco1 | 2% | -9% | -5%
Cc1cccc(NC(=O)Nc2nnc(N(C)C3CCCCC3)s2)c1C | 20% | 0% | -1%
Cc1cc(C)c2sc(NC(=O)c3ccc(S(=O)(=O)N4CCCC4)cc3)nc2c1 | 29% | -2% | 1%[60.1 µM]
CC1=NNC(=O)C1C(c1ccc(F)cc1)C(C#N)C#N (centres undefined) | nt | 6% | -1%
Cc1cccc(OCC(O)Cn2c(N3CCCCC3)nc3c2c(=O)[nH]c(=O)n3C)c1 (centres undefined) | 48% | 9% | 7%

# Arranged by SMILES length (rising): part of the list above.
SMILES,Pol kappa inh,BLM inh,Pol beta inh,LDHA block,Apoferritin bind,Pol iota inh,POLH inh,Glioma ERSR ind,APEX1 inh
Cc1ccc(NC(=O)CCc2ccc(C)o2)c(C)c1,4%,-1%,9%,-1,-8%,7%,-15%,-1%,3%
COc1ccc(NC(=O)N2CC(C)OC(C)C2)cc1OC (centres undefined),2%,-5%,10%,0,-14%,1%,9%,0%,-7%
CC1=NNC(=O)C1C(c1ccc(F)cc1)C(C#N)C#N (centres undefined),-1%,nt,nt,-3,nt,6%,-4%,3%,nt
Cc1onc(-c2c(F)cccc2Cl)c1C(=O)NC(=S)NCc1cccnc1,-3%,-2%,82%,-8,-12%,9%,-5%,0%,?
O=[N+]([O-])c1cc(-c2nc(-c3ccccc3)no2)ccc1NCc1ccco1,-5%,-8%,2%,-1,?,-9%,-18%,5%,nt
COc1cc2c(cc1OC)C(C)N(C(=O)Cn1ncc3c1-c1ccccc1OC3)CC2 (centres undefined),1%,-2%,0%,-1,-13%,2%,7%,-3%,-8%
Cc1cccc(OCC(O)Cn2c(N3CCCCC3)nc3c2c(=O)[nH]c(=O)n3C)c1 (centres undefined),7%,-1%,48%,2,2%,9%,-10%,-1%,-9%

# The list goes on:
SMILES,Pol kappa inh,BLM inh,Pol beta inh,LDHA block,Apoferritin bind,Pol iota inh,POLH inh,Glioma ERSR ind,APEX1 inh
CCOc1ccc(-c2nc(N)ncc2Oc2ccc(OC)cc2)c(O)c1,-17%,-20%,-13%,6&2,-16%,20%,-11%,0%,-8%
Cc1ccc(NC(=O)C2CCN(S(=O)(=O)c3c(C)noc3C)CC2)c(C)c1,-16%,-1%,3%,-4,2%,12%,-14%,-2%,nt
O=C(COC(=O)/C=C/c1cccc(Br)c1)NCc1ccco1,-4%,nt,nt,-1,nt,-2%,-5%,-3%,-28%
Cc1ccc2cc(CN(C(=O)c3ccncc3)C(C)C)c(=O)[nH]c2c1,-5%,0%,0%,-2,-16%,10%,2%,-2%,-10%
CCC1CCCCN1CCCNC(=O)c1[nH]c2ccccc2c1Sc1ccc(Cl)cc1 (centres undefined),10%,4%,-1%,7,-11%,23%,-26%,-11%,nt
CCn1cc2nc(SCc3ccccc3)n(Cc3ccc(C)cc3)c(=O)c2n1,-2%,-3%,0%,-7,4%,10%,-9%,-3%,nt
CCN1CCN(c2ccc(S(=O)(=O)N3CCCCC3)cc2NC(=O)/C=C/c2ccc(F)cc2)CC1,-11%,nt,nt,-15,nt,4%,-17%,-7%,41%
COc1ccc(Cc2nnc(NC(=O)Cn3cnc4c3c(=O)n(C)c(=O)n4C)s2)cc1,-5%,3%,13%,-2,3%,16%,4%,-3%,0%
CCOc1ccc(NC(=O)N(C2CCCC2)C2CCN(C(C)=O)CC2)cc1,-11%,1%,9%,1,-3%,14%,2%,0%,-5%
O=c1c2c(nc3cc(-c4ccc(F)cc4)[nH]n13)CCCC2,-21%,-8%,18µM*,-9,-17%,?,?,-12%,-6%
Cc1ccc(NC(=O)Cn2cc(C(=O)C3CC3)c3ccccc32)cc1C,-25%,1%,-1%,3,9%,-5%,-13%,0%,nt
O=c1c2cn[nH]c2nc(SCc2c(F)cccc2F)n1-c1ccc(Cl)cc1,9%,-16%&-9%,8%&5%,5&2,-14%&-16%,0%&-2%,-21%&-14%,-3%&-4%,-5%
COCc1c(CCl)cnc(C)c1O,-3%,-7%,7%,-9,?,29%,-16%,-5%,-3%
Cc1cc(F)ccc1S(=O)(=O)N(C(=O)c1ccncc1)c1ccc(OC(=O)c2ccncc2)cc1,-9%,-1%,2%,-5,?,-20%,10%,-1%,-8%
S=C(N/N=C1\CCc2ccccc21)NC1CCCCC1,-16%,-7%,4%,-1,-15%,33%[activator],-6%,1%,-4%
CCn1c(CNC(=O)C23CC4CC(CC(C4)C2)C3)nnc1SCC(=O)Nc1ccc(C)cc1,3%,-1%,24%,-1,?,-5%,-4%,-3%,nt
O=C(Nc1ccc(S(=O)(=O)N2CCCC2)cc1)c1cccnc1Cl,-11%,nt,nt,-9,nt,22%,-8%,-5%,2%
C=C(C)COc1ccc(-c2ncncc2-c2ccc(Cl)cc2)c(O)c1,-17%,-13%,4%,-13,2%,?,-13%,3%,-14%
